Screens (PubChem)
b-catenin transl = alters nuclear translocation of beta-catenin in HeLa cells; immunofluorescence imaging; nuclear translocation activity, % at 5 µM; 190,000 tested, 0.3% active; AID 1665;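 active = nuclear translocation activity above 50% at 5 µM, with a well cell count of 50 or more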;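 note: per-cell ratio of nuclear to cytoplasmic median beta-catenin stain intensity; plate controls were DMSO negative control for no effect and GSK-3 inhibitor IX positive control for full effect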
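Test system: human HeLa cell line; Doses: 5 µM primary, 0.02–20 µM confirmation; Incubation: 24 h compound exposure, 37°C; Detection: beta-catenin immunofluorescence imaging with DAPI; Read-out: beta-catenin nuclear/cytoplasmic ratio, % activation.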
Yfh1-depleted yeast = enhancers of respiration in Yfh1-depleted yeast, dose response, Friedreich's ataxia, plus single-dose screen (AID 1465); fold induction at 50 µM; hits with a dose series show EC50 in µM; 220,000 tested, 0.074% active; S. cerevisiae Yfh1-off respiration, WST-1 reduction, 72 h; higher fold induction means a stronger effect;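 active = fold induction of absorbance versus untreated yeast above a set limit, then at least 30% activation at any dose in follow-up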;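 note: activators that raise dye reduction in frataxin-depleted yeast; strong numbers were not always called active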
Dynein transport = dynein cargo transport inhibition; 3617.4 mouse cells, GR-EGFP nuclear translocation imaging; test concentration mostly 20 µM; stimulated with dexamethasone, 1 µM; stronger effect = lower value; z-score, hits read low; 220,000 tested, 0.47% active;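 active = plate z-score of nuclear minus cytoplasmic receptor signal below a set negative limit, without overly bright fluorescence or cell loss, cut at about -3.5 in these data, passing the limit was not always enough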;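 note: z-score of nuclear minus cytoplasmic ring GR-EGFP intensity difference per well; some compounds called inactive have numbers as strong as hits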
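Buffer or medium: tet-free, stripped-serum medium; Also added: dexamethasone, 1.0 µM final; Technique: high-content fluorescence imaging after fixation; Times: 48 h induction, 1 h compound, 30 min dex at 37 °C; Read-out: per-cell GR-EGFP intensity, nucleus versus surrounding cytoplasmic ring, well-averaged.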
MT stabilize HCS = stabilizes microtubules in HeLa cells; HeLa tubulin immunostaining HCS, 24 h; share of cells brighter than vehicle mean+2SD; 200,000 tested, 0.83% active; % tubulin-high responders, % at 10 µM;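 active = plate Z-score above 3 for both tubulin-high and condensed-nucleus cell shares, with cell loss under 80%, at 10 µM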;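 note: anti alpha tubulin signal scored within the nucleus-defined area of each cell; some results filed as inactive read as strong as hits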
Ins promoter up = MIN6 insulin promoter up-regulation | MIN6 insulin promoter-GFP reporter, high-content imaging; stronger effect = higher value | z-score at 5 µM | 190,000 tested, 0.3% active | AID 1625;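 active = z-score above 3 at 5 µM with at least 500 cells counted in the well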
NOD1 inhibition = NOD1 signaling inhibitors, primary screen, cell-based, luminescence, uHTS (AID 1578). NOD1-driven NF-kB luciferase reporter cells, luminescence; higher % means a stronger effect. inhibition, % at 4 µM, or EC50 in µM where a hit was titrated. 290,000 tested, 1% active; in the data active = inhibition mostly above about 36%, no sharp cut-off; inactive = mostly below about 34%;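 note: HEK-293T reporter cells stimulated with the NOD1 agonist gamma-tri-DAP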
Autophagy mod = autophagy modulation, high-content screen. calls only at 10 µM (by protocol). 190,000 tested, 0.98% active. MEF GFP-LC3 puncta imaging; test concentration mostly 10 µM;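 active = percentage of spot-positive cells more than 3 SD above its plate mean, without a fluorescence outlier flag or 80% toxicity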;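 note: spot-positive cell cutoff set from DMSO-treated cells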
HEK293 NOD2/NF-kB = inhibition of NOD2-driven NF-kB reporter – cell-based, luminescence, uHTS, HEK293 (AID 1566) | one-dose inhibition, % at 4 µM; EC50 in µM for titrated hits | HEK293 NOD2/NF-kB luciferase reporter, luminescence; higher % means a stronger effect | 290,000 tested, 0.63% active; in the data active = inhibition above about 50%; note: many of its hits are not listed in these tables
P. falciparum M17LAP = P. falciparum M17LAP inhibitors, primary screen, biochemical, fluorogenic H-Leu-NHMec substrate, 1536-well (AID 1619) | recombinant M17LAP, H-Leu-NHMec fluorogenic kinetic assay; higher % means a stronger effect | 220,000 tested, 0.38% active | one-dose inhibition, % at 30 µM; IC50 in µM for titrated hits;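 active = compound inhibiting the enzyme by more than half at any dose during confirmatory dose-response retesting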;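 note: plate controls were full reaction with DMSO carrier for no effect and no enzyme background for full effect; strong numbers were not always called active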
Dynein transport cytoplasmic EGFP = recorded beside Dynein transport, whose call it bears; z-score; measured here: cytoplasmic GR-EGFP intensity; stronger effect = higher value
Dynein transport nuclear GR-EGFP = recorded beside Dynein transport, whose call it bears; z-score; measured here: nuclear GR-EGFP intensity;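 lower value marks the stronger effect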
Dynein transport cell count = second read-out of Dynein transport, no call of its own (marks repeat the call); z-score; measured here: cell count per field
Ins promoter up cell count = also measured in Ins promoter up; calls as there; cell count; measured here: cytotoxicity, nuclei count;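 total cells summed across four imaged fields per well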
b-catenin transl cell count 5 µM = also measured in b-catenin transl; calls as there; cell count; measured here: cell count, cytotoxicity flag
MT stabilize HCS Hoechst-high % = also measured in MT stabilize HCS; calls as there; % Hoechst-high responders; measured here: nuclear condensation Hoechst responders;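 share of cells brighter than vehicle mean plus two SD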
MT stabilize HCS cytotoxicity % = second read-out of MT stabilize HCS, no call of its own (marks repeat the call); toxicity, %; measured here: cytotoxicity by cell density;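 0% = mean cell density of plate MIN control wells and 100% = no cells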
Autophagy mod cell loss 18 h = second read-out of Autophagy mod, no call of its own (marks repeat the call); toxicity, %; measured here: cell loss, nuclei count;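 cell loss after 18 h compound exposure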
An asterisk follows results filed as active; i = inactive; x = no result given.

SMILES,b-catenin transl,b-catenin transl cell count 5 µM,Yfh1-depleted yeast,Dynein transport,Dynein transport cytoplasmic EGFP,Dynein transport nuclear GR-EGFP,Dynein transport cell count,MT stabilize HCS,MT stabilize HCS Hoechst-high %,MT stabilize HCS cytotoxicity %,Ins promoter up,Ins promoter up cell count,NOD1 inhibition,Autophagy mod,Autophagy mod cell loss 18 h,HEK293 NOD2/NF-kB,P. falciparum M17LAP
CCN1C(=O)C(O)(CC(=O)C(C)(C)C)c2cc(Br)ccc21 (stereo not given),-1.0,1079,i,-0.014,-0.18,-0.14,0.47,7.1,0.8,3.1,0.33,1615,-9%,i,-2,-9%,-2%
Cc1cc(CNC(=O)CC2C(=O)NCCN2CC(C)(C)C)nn1C (stereo not given),1.1,1115,i,0.78,-0.15,0.31,-0.095,2.8,1.9,3.5,-0.73,1326,-16%,i,-12,16%,-5%
COc1cc([N+](=O)[O-])cc(/C=N\NC(=O)C2COc3ccccc3O2)c1O (stereo not given),-0.4,1269,>100µM*,-0.42,-0.16,-0.23,-0.14,x,x,x,0.19,1385,-4%,x,x,17%,41%
O=C(NC(=S)Nc1ccc(N2CCOCC2)cc1)c1ccc2c(c1)OCCO2,0.0,548,i,1.3,0.78,1.2,-1.4,2.1,4.7,11,-0.46,1253,-21%,i,-10,18%,11%
N[C@@H](CO)c1nnc([C@H](CC(=O)O)NC(=O)C2CCNCC2)o1,0.8,1164,i,-0.029,-0.29,0.27,-0.24,4.0,1.7,7.7,2.2,1509,-29%,i,-4,-4%,8%
COc1ccc(CNC(=O)c2ccc(SC)cc2OC)cc1,-3.8,1116,i,0.22,-0.23,-0.012,0.12,3.3,2.4,6.8,-0.09,1589,-16%,i,-6,17%,8%
Cc1sc2nc3c(C(=O)N4CCCC4)cc(C(=O)c4ccccc4O)cn3c(=O)c2c1C,-2.6,1231,i,0.52,-0.29,0.74,-0.46,6.9,2.2,7.0,-0.5,1569,-18%,i,9,30%,6%
COc1ccc(OC)c(/C=C/C(=O)N2CCCc3ccccc32)c1,x,x,i,1.7,-0.37,0.31,-1.1,2.1,2.1,4.5,-0.49,1429,-15%,i,-1,20%,-2%

Next section.
SMILES,b-catenin transl,b-catenin transl cell count 5 µM,Yfh1-depleted yeast,Dynein transport,Dynein transport cytoplasmic EGFP,Dynein transport nuclear GR-EGFP,Dynein transport cell count,MT stabilize HCS,MT stabilize HCS Hoechst-high %,MT stabilize HCS cytotoxicity %,Ins promoter up,Ins promoter up cell count,NOD1 inhibition,Autophagy mod,Autophagy mod cell loss 18 h,HEK293 NOD2/NF-kB,P. falciparum M17LAP
COc1ccc(OC)c(CNn2c(-c3cccc(C)c3)nc3ccccc3c2=O)c1,-5.5,1246,i,0.093,-0.39,0.39,0.36,1.5,1.0,0.8,x,x,-5%,i,-3,9%,2%
CCN(C(=O)c1cccnc1)c1ccccc1,1.7,1183,i,-0.55,0.41,0.07,-0.082,1.3,1.1,9.3,0.9,1298,-23%,i,2,0%,9%
COc1ccc(CCNC(=O)COc2ccc(C)nc2[N+](=O)[O-])cc1,-1.8,1021,i,0.076,0.28,0.77,-0.86,3.2,2.5,6.8,-0.28,1266,6%,i,-2,3%,3%
COc1ccc(CNC(=O)C(C)NS(=O)(=O)c2ccc(C)cc2)cc1 (stereo not given),-2.6,919,i,1.1,-0.24,0.7,-0.5,2.3,2.8,1.4,-0.11,1325,-20%,i,-39,17%,-1%
N#CCSc1nc2ccccc2c(=O)n1C1CCCCC1,-1.9,1069,i,0.097,-0.34,-0.065,0.85,0.8,1.5,7.6,x,x,5%,i,7,0%,3%
O=C(NNC1OC(CO)C(O)C(O)C1O)c1cccnc1 (stereo not given),-3.0,985,i,0.094,-0.34,0.47,-0.054,3.3,0.7,8.6,0.36,1561,-17%,i,-14,11%,x
Cc1cccc(/C=C2\Oc3cc(OS(C)(=O)=O)ccc3C2=O)c1,-1.5,995,i,0.086,-0.23,0.19,0.0079,1.8,2.7,5.1,x,x,-26%,i,1,4%,-8%
Cc1cc(C(=O)N/N=C/c2cccnc2)c(C)o1,-0.4,1069,i,0.88,-0.2,0.33,-0.86,2.0,1.5,4.8,0.83,1977,-32%,i,-36,5%,4%

The listing continues.
SMILES,b-catenin transl,b-catenin transl cell count 5 µM,Yfh1-depleted yeast,Dynein transport,Dynein transport cytoplasmic EGFP,Dynein transport nuclear GR-EGFP,Dynein transport cell count,MT stabilize HCS,MT stabilize HCS Hoechst-high %,MT stabilize HCS cytotoxicity %,Ins promoter up,Ins promoter up cell count,NOD1 inhibition,Autophagy mod,Autophagy mod cell loss 18 h,HEK293 NOD2/NF-kB,P. falciparum M17LAP
Cc1ccc(N2C(=O)/C(=C/c3ccco3)SC2=S)cc1,0.6,1091,i,0.14,-0.22,0.2,-0.019,2.6,2.2,2.0,-0.47,1443,-33%,i,0,-24%,14%
CN(Cc1ccccc1)Cc1c[nH]c2ccccc12,2.3,1141,i,-1.5,0.24,-0.49,0.44,3.6,2.6,6.3,-0.33,1201,-39%,i,6,-5%,3%
O=c1[nH]n2c(C(F)(F)F)cc(C3CC3)nc2c1N=Nc1ccccc1,-0.8,1118,i,-0.069,-0.27,-0.2,0.33,4.1,1.6,11,0.08,1224,-16%,i,-1,13%,7%
N=C(N)c1ccc(/C=C/c2ccc(C(=N)N)cc2O)cc1,0.4,1091,i,-0.74,-0.27,-0.41,1.5,x,x,x,0.5,1626,-10%,x,x,-1%,24%
CCN1C(=O)C(CC(=O)Nc2ccc(F)cc2)N(Cc2ccco2)C1=S (stereo not given),-0.8,1035,i,1.4,-0.25,0.94,-1.6,5.9,2.9,6.6,0.64,1557,-27%,i,9,-9%,0%
O=C(Nc1cccc(Cl)c1)Nc1nnc(CSCCOc2ccc(Cl)cc2)s1,0.0,973,i,1.3,0.019,0.48,-1.3,2.9,2.9,1.6,x,x,68%*,i,-38,18%,-14%
CCC1(COC(NC(=O)c2cccnc2)(C(F)(F)F)C(F)(F)F)COC1,1.0,1123,i,0.25,-0.21,-0.063,0.6,1.1,1.1,8.4,0.19,781,2%,i,6,11%,0%
O=C(CCNS(=O)(=O)c1ccc(Cl)cc1)NCc1cccs1,x,x,i,0.94,-0.21,0.087,0.24,1.5,1.6,6.6,x,x,8%,i,11,4%,-8%

Additional results.
SMILES,b-catenin transl,b-catenin transl cell count 5 µM,Yfh1-depleted yeast,Dynein transport,Dynein transport cytoplasmic EGFP,Dynein transport nuclear GR-EGFP,Dynein transport cell count,MT stabilize HCS,MT stabilize HCS Hoechst-high %,MT stabilize HCS cytotoxicity %,Ins promoter up,Ins promoter up cell count,NOD1 inhibition,Autophagy mod,Autophagy mod cell loss 18 h,HEK293 NOD2/NF-kB,P. falciparum M17LAP
C=CCNC(=O)c1sc(SC)cc1-c1ccc(Cl)cc1,0.0,1132,i,0.44,-0.1,0.11,-1.3,3.2,2.3,12,0.01,1884,-18%,i,-21,4%,-8%
Nc1ccc(Cl)cc1/C(=N/O)c1ccccc1,-0.6,1087,i,1,-0.062,1,-0.32,5.0,0.9,3.1,0.12,1359,-20%,i,17,-16%,-7%
CC(OC(=O)C1CCN(S(=O)(=O)c2ccc(Cl)cc2)CC1)C(=O)N1CCc2ccccc21 (stereo not given),-4.6,1150,i,1,-0.053,0.58,0.9,7.7,2.0,4.8,0.29,973,-13%,i,17,-4%,-2%
COc1ccc(C(=O)N=c2sc3ccccc3n2C)cc1,-3.0,1129,i,-0.34,-0.25,0.022,-0.22,3.2,3.5,3.1,0.86,1257,-39%,i,9,-73%,8%
N#C/C(=C\c1ccc(OC(=O)c2ccc(Cl)s2)cc1)c1nc2ccccc2[nH]1,-0.9,933,i,-0.0032,-0.19,-0.3,-0.0054,2.5,2.5,1.6,x,x,-13%,i,4,-88%,-10%
O=C(NC1CCCCCC1)c1ccc2nc3cc(Cl)ccc3c(=O)n2c1,0.6,1109,i,-1.7,-0.27,-1,0.78,2.5,4.1,1.9,-0.37,1244,-16%,i,-5,6%,1%
Clc1cccc(-c2nc(NCC3CCCO3)c3ccccc3n2)c1 (stereo not given),-3.1,1044,i,0.94,-0.29,0.23,-0.16,1.3,1.6,0.5,-1.2,1397,-16%,i,25,20%,-3%
COc1ccc(/C(O)=C2/C(=O)C(=O)N(CC3CCCO3)C2c2ccc(O)c(OC)c2)cc1 (stereo not given),1.2,949,i,1.4,-0.11,0.47,-0.35,3.0,1.6,11,0.47,915,-23%,i,16,5%,31%
O=c1cc(-c2ccccc2)[nH]c2[nH]n(-c3ccccc3)c(=O)c12,-3.1,988,i,-0.31,0.68,-0.0021,0.78,1.5,2.7,11,0.66,1255,19%,i,-2,13%,9%
COc1ccc(S(=O)(=O)N2CCCCC2)cc1NC(=S)Nc1cccc(Cl)c1C,-2.2,575,i,1.8,-0.23,0.73,-1.6,4.0,1.8,0.5,0.69,1367,-20%,i,8,-29%,-3%

This is a subset (hit frequency here may not be typical).
